Screening data as filed in PubChem.
TbPYK inhibitor = qHTS of Trypanosoma Brucei Inhibitors; hit rate 0.12% among 410,000; Potency, µM (titrated, usually from 76.8 µM), without a hit: at the top dose activity, negative = inhibition, actives largely listed as inhibitors; TbPYK enzyme, Kinase-Glo Plus ATP luminescence, 45 min; pyruvate kinase (Trypanosoma brucei), Q57TT1; also: potency is read from the fitted curve at half-maximal effect; nearly all actives have a fitted effect of over 50% in size
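Enzyme and substrate buffer are dispensed first and compound is pin-transferred. ADP at 130 uM final then starts the reaction, which runs 45 min at room temperature. Detection reagent is added for 10 min before luminescence is imaged.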
LmPK inhibitor = qHTS Assay for Inhibitors of Leishmania Mexicana Pyruvate Kinase (LmPK); Potency, µM (doses to about 57.5 µM), inactives show at the highest dose activity change, negative = inhibition, hits mostly inhibitors; purified LmPK, Kinase-Glo ATP luminescence, 1 h; hit rate 0.37% among 290,000; Q27686; AID 1721, 2009; also: potency is read from the fitted curve at half-maximal effect
Target sequence (Q27686 whole entry, looked up): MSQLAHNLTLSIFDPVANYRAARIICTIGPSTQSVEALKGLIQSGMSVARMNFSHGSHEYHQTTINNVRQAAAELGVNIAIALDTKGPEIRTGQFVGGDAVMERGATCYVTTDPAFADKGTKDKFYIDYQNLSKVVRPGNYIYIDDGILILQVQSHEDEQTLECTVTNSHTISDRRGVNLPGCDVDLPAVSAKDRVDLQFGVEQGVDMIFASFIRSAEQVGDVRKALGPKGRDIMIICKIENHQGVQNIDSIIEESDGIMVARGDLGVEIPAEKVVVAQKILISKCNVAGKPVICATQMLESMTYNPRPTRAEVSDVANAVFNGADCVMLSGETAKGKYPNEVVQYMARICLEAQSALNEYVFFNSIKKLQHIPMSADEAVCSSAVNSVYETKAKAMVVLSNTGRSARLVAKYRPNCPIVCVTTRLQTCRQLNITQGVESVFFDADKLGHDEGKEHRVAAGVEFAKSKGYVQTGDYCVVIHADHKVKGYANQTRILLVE
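0.1 nM LmPK, 0.5 mM PEP, 0.1 mM ADP; 50 mM imidazole pH 7.2, 7 mM MgCl2, 50 mM KCl; 1 h RT. Kinase-Glo luminescence readout, normalized to no-enzyme (full inhibition) and uninhibited wells.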
AmpC detergent = qHTS Inhibitors of AmpC Beta-Lactamase (assay with detergent). P00811. AmpC hydrolysis of nitrocefin, absorbance 480 nm, 0.01% Triton. Potency, µM (highest dose often 114 µM), inactives show top-dose activity change, negative = inhibition, usual class: inhibitors. hit rate 0.041% among 370,000;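 also: potency is read from the fitted curve at half-maximal effect; 0% = no-compound wells and -100% = no-enzyme wells; nearly all actives have a fitted effect of over 25% in size; some results filed as inactive show a strong effect at the top dose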
Target sequence (P00811 whole entry, looked up): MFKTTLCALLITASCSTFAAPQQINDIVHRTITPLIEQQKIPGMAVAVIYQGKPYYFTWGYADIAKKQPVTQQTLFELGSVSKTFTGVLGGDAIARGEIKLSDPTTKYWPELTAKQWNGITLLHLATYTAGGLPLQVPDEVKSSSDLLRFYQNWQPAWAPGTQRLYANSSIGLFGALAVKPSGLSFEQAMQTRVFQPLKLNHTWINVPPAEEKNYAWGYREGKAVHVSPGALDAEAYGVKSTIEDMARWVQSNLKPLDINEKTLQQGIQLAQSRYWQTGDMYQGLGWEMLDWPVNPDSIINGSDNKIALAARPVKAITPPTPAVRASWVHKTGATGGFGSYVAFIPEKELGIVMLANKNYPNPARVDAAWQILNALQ
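AmpC (5.3 nM in the dispensed reagent) in 20 mM phosphate pH 7.0 with 0.01% (detergent screen) or 0.0001% Triton X-100 was preincubated with compounds for 15 min at room temperature. Nitrocefin was then added from an 800 uM solution, and hydrolysis was followed at 480 nm.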
AMA1 RON2 block = qHTS for Inhibitors of AMA1-RON; Towards Development of Antimalarial Drug Lead: Primary Screen. Plasmodium falciparum AMA1 (3D7) - RON2 peptide interaction. AlphaScreen AMA1-biotinylated RON2 peptide binding. Potency, µM (doses to about 58.2 µM), inactives show at the highest dose activity change, negative = inhibition, usual class: inhibitors. hit rate 0.2% among 360,000. AID 720542, 2013;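 also: potency is read from the fitted curve at half-maximal effect; 0% = vehicle wells and -100% = peptide control; nearly all actives have a fitted effect of over 45% in size; some results filed as inactive show a strong effect at the top dose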
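AMA1 (3D7) with his tag at 25 nM final met compounds first, then biotinylated RON2 peptide at 25 nM; detection used donor plus acceptor beads, 10 µg/mL apiece, read by AlphaScreen after 30 min at room temperature.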
HCMV inh = qHTS Assay for inhibitors of the human cytomegalovirus (HCMV); HFF cells, HCMV-luciferase reporter, 72 h; stronger effect = lower value; activity change, negative = inhibition, % at 57.5 µM; hit rate 4.5% among 410,000; AID 1259415, 2018; in the data active = activity change below about -60%; inconclusive = no clear call, values can overlap the other calls; inactive = above about -39%
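HFF cells seeded 16 h at 37C, treated with compounds, infected with luciferase-reporter HCMV at MOI 1 PFU/cell; luciferase read at 72 h post infection, normalized to buffer-only and Salinomycin controls.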
HCV inh = qHTS Assay for Inhibitors of Hepatitis C Virus (HCV); Huh7.5.1 HCVcc-Cre infection, luciferase reporter, 44 h; hit rate 3.4% among 340,000; Potency, µM (highest dose often 41.8 µM), for the others: top-dose activity change, negative = inhibition, hits mostly inhibitors; also: potency is read from the fitted curve at half-maximal effect
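Seed cells (1,000/well) for 4 h; treat with compound and infect with HCVcc-Cre, moi about 0.5. Incubate 44 h, then detect luciferase activity.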
AmpC inh no detg = qHTS Inhibitors of AmpC Beta-Lactamase (assay without detergent); P00811; AmpC nitrocefin hydrolysis, absorbance 480 nm, 0.0001% Triton; Potency, µM (doses to about 57.1 µM), without a hit: top-dose activity change, negative = inhibition, most hits filed as inhibitors; hit rate 0.52% among 330,000;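 also: potency is read from the fitted curve at half-maximal effect; plate controls were no compound for no effect and no enzyme for full effect; nearly all actives have a fitted effect of over 20% in size; some results filed as inactive show a strong effect at the top dose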
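AmpC (5.3 nM in the dispensed reagent) in 20 mM phosphate pH 7.0 with 0.01% (detergent screen) or 0.0001% Triton X-100 was preincubated with compounds for 15 min at room temperature. Nitrocefin was then added from an 800 uM solution, and hydrolysis was followed at 480 nm.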
An asterisk follows results filed as active; ? = inconclusive; nt = no result given; [ ] = remark or other dose. Unless noted, calls follow the shape of the dose curve; as a rule, active = well fitted curve in the direction sought with a large enough effect; inconclusive = small, poorly fitted or top-dose-only effect, or another doubt; inactive = no such curve, though single readings can be large; an effect the other way counts as inactive or inconclusive. Unless noted, % is scaled to controls: 0 for no effect and ±100 for the full control effect.

cpd	compound	HCMV inh	AmpC detergent	AMA1 RON2 block	TbPYK inhibitor	AmpC inh no detg	HCV inh	LmPK inhibitor
1	Cc1ccc(S(=O)(=O)N(C)C)cc1NC(=O)CN1C(=O)NC(Cc2ccccc2)C1=O (configuration not stated)	?	-14%	-3%	1%	-17%	19%	nt
2	C/C(=N\NC(=O)c1ccccc1F)c1ccc2c(c1)Nc1ccccc1S2	-69*	-2%	11%	-1%	-31%	?	3%
3	CN(Cc1ccccc1F)C(=O)CCCNC(=O)c1ccc(Cl)cc1	9	1%	1%	-2%	30%	-15%	0%
4	COc1ccc(NC(=O)c2ccc(OC)cc2)cc1	79	?	7%	-7%	-1%	17%	-8%
5	O=C(Nc1cccc(C(=O)N2CCN(c3ccc(F)cc3)CC2)c1)c1nsc2ccccc12	42	17%	nt	-5%	nt	nt	nt
6	COc1ccc(C(=O)Nc2cccnc2)cc1OC	-3	0%	10%	4%	-8%	19%	-11%
7	CS(=O)(=O)N(CC(=O)NCc1ccccc1)Cc1ccc(Cl)cc1	54	?	-2%	-5%	1%	13%	-3%
8	O=C(CCCc1ccccc1)NCc1ccccn1	nt	?	28%	4%	-13%	-1%	0%
9	CC(C)Cc1nc2sc3c(c2c(=O)n1N)CC(C)(C)OC3	0	2%	6%	1%	-11%	-30%	1%
10	COc1ccc(C(=O)NNC(=O)CSc2nnc(C(C)C)n2C)cc1	-35	-16%	3%	3%	-12%	-11%	1%
11	CC(C)(Oc1ccc(Cl)cc1)C(=O)N(Cc1ccccc1)c1ccccn1	?	?	17%	-4%	62%[activator]	1%	-2%
12	CCCc1nc2ccc(C)cn2c1Cc1ccsc1	79	nt	6%	4%	nt	nt	nt
13	Cc1cc(C(=O)NCc2ccc3c(c2)OCO3)c(C)o1	63	8%	-6%	-8%	-15%	0%	1%
14	CCN(CC)CCNC(=O)c1ccc(NC(=O)c2ccc3c(c2)CCC3)cc1	55	-7%	4%	-1%	31%	11µM*	3%
15	O=C(NCc1ccccc1)C(=O)NCC(c1ccco1)N1CCOCC1 (configuration not stated)	nt	?	2%	9%	-8%	-22%	1%
16	O=C(O)c1cn[nH]c1-n1cnnn1	-19	?	46%[activator]	-3%	-25%	3%	1%
17	COCCN1C(=O)CC(NNC(=O)c2ccc(S(=O)(=O)N3CCCC3)cc2)C1=O (configuration not stated)	1	-13%	1%	4%	-9%	6%	1%
18	Cc1ccc(-c2nc(SC(C)C(=O)N3CCCC3)n[nH]2)cc1 (configuration not stated)	-39	-8%	2%	-5%	-21%	0%	nt
19	CN(CC1CCOCC1)C(=O)CC1C(=O)NCCN1C/C=C/c1ccccc1 (configuration not stated)	-20	1%	1%	1%	47%	6%	3%
20	Cc1ccc(C(=O)NCc2nnc(SCC(=O)Nc3sc4c(c3C#N)CCCC4)n2C)cc1	8	10%	-1%	-7%	22%	?	9%
21	Cc1ccc(S(=O)(=O)Oc2ccccc2N2C(=O)C3C4CCC(C4)C3C2=O)cc1 (configuration not stated)	-24	-2%	12%	-9%	20%	-15%	1%
22	CCC(CC)C(=O)OCC(=O)Nc1cccc([N+](=O)[O-])c1	-24	0%	-11%	0%	-1%[2.29 µM]	-8%	-1%
23	COc1ccc(-c2ccc(CN3C(C)C(=O)N(Cc4cn(CCC5OCCO5)nn4)CCS3(=O)=O)cc2)cn1 (configuration not stated)	-38	nt	-1%	2%	nt	nt	nt
24	O=C(Oc1cccc(-n2cnnn2)c1)c1ccco1	54	-1%	-5%	-2%	-4%	-2%	1%
25	CC(C)Oc1cc(F)ccc1-c1cc(C(=O)Nc2ccc(F)cc2)[nH]n1	-25	nt	-7%	3%	nt	nt	nt
26	Cc1ccc(OCC(=O)NCCO)cc1C	-39	-11%	0%	0%	-11%	24%	2%
27	COC(=O)C1=C(c2cccc(OCc3ccccc3)c2)C[C@@H]2CC[C@H]1N2C(=O)NCc1ccc2[nH]ccc2c1	66	-4%	?	-5%	-26%	?	nt
28	COc1ccc(C(C(=O)NCC2CCCO2)N(C(=O)CNC(=O)c2ccco2)c2ccccc2)cc1OC (configuration not stated)	-19	-4%	24%	-5%	33%	0%	-3%
29	O=C1c2ccccc2C(c2nnnn2Cc2ccccc2)N1CCOc1ccccc1 (configuration not stated)	12	nt	2%	-7%	nt	nt	nt
30	CCOC(=O)c1cnc(SSc2ncc(C(=O)OCC)c(N)n2)nc1N	30	?	8%	?	127%	?	0%
31	O=C(Cn1cnc2c(OCc3ccccc3)ncnc21)NCCN1CCOCC1	-27	nt	-2%	0%	-2%	3%	nt
32	C=CCN1C(=O)C2(OCCCO2)c2cccc(C)c21	60	3%	5%	3%	-25%	8%	-2%

Pulled one by one from above (two):
cpd	compound	HCMV inh	AmpC detergent	AMA1 RON2 block	TbPYK inhibitor	AmpC inh no detg	HCV inh	LmPK inhibitor
29	O=C1c2ccccc2C(c2nnnn2Cc2ccccc2)N1CCOc1ccccc1 (configuration not stated)	12	nt	2%	-7%	nt	nt	nt
31	O=C(Cn1cnc2c(OCc3ccccc3)ncnc21)NCCN1CCOCC1	-27	nt	-2%	0%	-2%	3%	nt

The list goes on.
cpd	compound	HCMV inh	AmpC detergent	AMA1 RON2 block	TbPYK inhibitor	AmpC inh no detg	HCV inh	LmPK inhibitor
33	COc1ccc([C@@H]2COc3c(ccc4c3C=CC(C)(C)O4)C2)c(OC)c1	-1	nt	-1%	4%	nt	41%	nt
34	CCOC(=O)c1cc(NC(=O)c2ccc(C)cc2)c(=O)n2c1oc1ccc(Cl)cc12	-3	22%	nt	-5%	nt	nt	nt
35	Cc1ccc(Cl)cc1N(CC(=O)NCc1ccccc1)S(C)(=O)=O	41	-3%	3%	-4%	0%	15%	0%
36	CCCCN=C1NC(=O)C(CC(=O)Nc2ccc(Cl)cc2)S1 (configuration not stated)	21	2%	-6%	1%	16%	12%	-6%
37	COc1ccc(S(=O)(=O)N2CCC(C(=O)N3CCc4ccccc4C3)CC2)cc1OC	-34	-15%	-10%	-11%	135%[activator]	12%	10%
38	O=c1[nH]c(-c2ccc(-c3cccc(Cl)c3)o2)nc2ccccc12	51	nt	nt	-2%	-34%	nt	nt
39	CC(C)CN1C(=O)c2ccc(NC(=O)C3CC3)cc2C1=O	-10	-1%	5%	-3%	-12%	-3%[8.37 µM]	-6%
40	O=C1c2ccccc2S(=O)(=O)c2cc(-c3nn[nH]n3)ccc21	3	nt	-4%	-29%	nt	nt	nt
41	Cn1c(=O)c2cc(NC(=O)OCCF)ccc2n1Cc1cccc(C(F)(F)F)c1	-30	nt	-2%	-4%	nt	nt	nt
42	CC1=NN(c2ccccc2)C(=O)/C1=C\N(O)c1ccccc1	-20	-12%	69%[activator]	-8%	-22%	-3%	0%
43	O=C(NC1CC1)C1CCN(C2CCN(C(=O)Cc3ccc4c(c3)OCO4)CC2)CC1	30	-2%	4%	5%	-12%	5%	8%
44	CCC(C)(C)NC(=O)CN(Cc1ccccc1Cl)C(=O)CCC(=O)Nc1cc(C)ccn1	2	-6%	1%	-2%	-20%	-23%	-5%
45	Cc1cc(NC(=O)c2noc3c2CCc2ccccc2-3)n(-c2ccccc2)n1	0	2%	-2%	4%	1µM*	7%	2%
46	Cc1ccccc1CSCc1ccc(C(=O)NCCCN2CCOCC2)o1	-13	-15%	-2%	2%	137%[activator]	5%	-1%
47	CN(C(=O)Cn1nnc(-c2cccnc2)n1)C1CCCCC1	-29	0%	6%	-5%	-5%	4%	4%
48	Cc1ccc2c(c1)N(CC(=O)N1CCCCC1)C(=O)C(C)O2 (configuration not stated)	-6	-20%	2%	1%	-5%	-5%	-6%
49	C=C1CCC[C@]2(C)C[C@H]3OC(=O)C(CNC(CC)CO)[C@H]3CC12 (some centres not stated)	-22	4%	3%	4%	-23%	-6%	2%
50	Cc1ccc(-c2nc3cc(C)c(Br)c(C)n3c2Cc2ccsc2)cc1	62	nt	29%	0%	nt	nt	nt
51	COc1ccc(S(=O)(=O)N(C)C)cc1NC(=O)COC(=O)CC1CCCC1	68	10%	-9%	-1%	84%[activator]	15%	-2%
52	CC1OC(OC2C(O)CC(OC3C(O)CC(OC4CCC5(C)C(CCC6C5CCC5(C)C(C7=CC(=O)OC7)C(O)CC65O)C4)OC3C)OC2C)CC(O)C1O (configuration not stated)	-97*	nt	2%	2%	nt	?	nt
53	Cc1ccc2[nH]c(=O)c3cc(C(=O)N(C)Cc4ccco4)sc3c2c1	-8	?	-7%	0%	81%[activator]	?	18%
54	CSc1ccccc1NC(=O)C1CC(c2ccccc2Cl)=NO1 (configuration not stated)	7	-5%	3%	-12%	-55%	-5%	-3%
55	COc1ccc(NC(=O)c2ccccc2Cl)c(NC(=O)c2ccco2)c1	3	-11%	7%	2%	-31%	-18%	-7%
56	C/C(=N/OC(=O)c1c(F)cccc1F)c1nccs1	?	6%	-2%	-21%	-29%	1%	13µM*
57	CC(=O)c1ccc(NC(=O)C(C)Oc2ccc(N(C)S(=O)(=O)c3ccc(C)cc3)cc2)cc1 (configuration not stated)	-11	3%	-4%	3%	-21%	13µM*	nt
58	CCOc1ccc(-c2cc(C(=O)N3CCN(c4cc(Cl)ccc4C)CC3)c3ccccc3n2)cc1	0	2%	nt	-13%	nt	nt	nt
59	O=C(CS(=O)(=O)c1ccccc1Cl)N1CCOCC1	12	-3%	3%	-2%	-15%	6%	0%
60	COc1ccc(CNC(=O)C(CC(C)C)NS(=O)(=O)c2ccc3c(c2)CCN3C(C)=O)cc1 (configuration not stated)	-12	-1%	nt	-3%	nt	nt	nt
61	COc1ccc(OCc2cc(C(=O)NCC3(C)COC3)no2)c(Cl)c1	23	?	-8%	-6%	26%	-26%	3%
